High-throughput results deposited in PubChem by Sanford-Burnham Center for Chemical Genomics.
SENP8 block-1 – blocks human SENP8 cleavage of Nedd8 substrate | Q96LD8 | recombinant SENP8, Nedd8 substrate fluorescence | inhibition, % at 20 µM | actives 0.64% (n = 360,000) | AID 602440; in the data active = inhibition mostly above about 40%, no sharp cut-off; inactive = mostly below about 27%
SENP6 block – inhibitors of human SENP6 protease. inhibition, % at 10 µM. Q9GZR1. Recombinant SENP6 catalytic domain, aminoluciferin luminescence. actives 1.8% (n = 330,000);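 active = inhibition above about 50% at the single tested dose, limit read from the data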;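 note: plate controls were DMSO wells with enzyme for no effect and DMSO wells lacking enzyme for full effect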
SENP1 inh – inhibitors of human SENP1 SUMO protease catalytic domain; Q9P0U3; recombinant SENP1 catalytic domain, CyPet-SUMO1-YPet FRET cleavage; inhibition, % at 10 µM; actives 0.21% (n = 360,000);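 active = inhibition at least 30% at 10 µM, raw YFP signal under a set limit, fluorescence ratio 0.5 to 1.5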;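 note: 0% = enzyme with DMSO and 100% = no enzyme wells; some results filed as inactive read as strong as hits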
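System: Recombinant human SENP1 catalytic domain, His6-tagged | Incubation: Enzyme reaction for 50 min at room temperature, dark | Medium: Tris pH 8 with BME, BSA, NP40 and catalase | Also added: 25 nM SUMO1 FRET substrate | Compound: 10 µM single point, 0.5% DMSO | Measured by: FRET fluorescence in CFP and YFP emission channels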
SENP8 block-2 – blocks the human protease SENP8 | Q96LD8 | purified SENP8, Z-RLRGG-aminoluciferin cleavage, luminescence | inhibition, % at 10 µM | actives 1.2% (n = 330,000) | AID 2540; in the data active = inhibition above about 50%
HKDC1 inhibitor – inhibitors of human hexokinase HKDC1; Q2TB90; recombinant HKDC1, G6PDH/diaphorase resazurin coupled fluorescence; inhibition, % at 20 µM; actives 0.16% (n = 340,000);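 active = inhibition above about 35% when tested at 20 µM, limit read from the data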;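 note: plate controls were DMSO wells with enzyme for no effect and DMSO wells lacking enzyme for full effect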
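Assay system – recombinant HKDC1 (HK5) hexokinase enzyme, produced in-house · Input – HKDC1 at 5 µg/mL · Reagent – glucose plus 1 mM ATP as hexokinase substrates · Timing – 90 min reaction incubation at room temperature, dark · Measured by – G6PDH/diaphorase-coupled fluorescence, 1 mM NADP, 100 µM resazurin, 525/613 nm · Benchmarks – DMSO-enzyme wells negative, buffer-substituted wells positive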
Apaf1 inhib – human Apaf-1 inhibition; O14727; reconstituted apoptosome caspase-3 activity, DEVD-Rh110 fluorescence; inhibition, % at 20 µM; actives 0.71% (n = 330,000); active = inhibition of at least 40% at 20 µM;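 note: plate controls were DMSO wells for no effect and DEVD-CHO caspase inhibitor wells for full effect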
Target sequence (O14727 whole entry, looked up): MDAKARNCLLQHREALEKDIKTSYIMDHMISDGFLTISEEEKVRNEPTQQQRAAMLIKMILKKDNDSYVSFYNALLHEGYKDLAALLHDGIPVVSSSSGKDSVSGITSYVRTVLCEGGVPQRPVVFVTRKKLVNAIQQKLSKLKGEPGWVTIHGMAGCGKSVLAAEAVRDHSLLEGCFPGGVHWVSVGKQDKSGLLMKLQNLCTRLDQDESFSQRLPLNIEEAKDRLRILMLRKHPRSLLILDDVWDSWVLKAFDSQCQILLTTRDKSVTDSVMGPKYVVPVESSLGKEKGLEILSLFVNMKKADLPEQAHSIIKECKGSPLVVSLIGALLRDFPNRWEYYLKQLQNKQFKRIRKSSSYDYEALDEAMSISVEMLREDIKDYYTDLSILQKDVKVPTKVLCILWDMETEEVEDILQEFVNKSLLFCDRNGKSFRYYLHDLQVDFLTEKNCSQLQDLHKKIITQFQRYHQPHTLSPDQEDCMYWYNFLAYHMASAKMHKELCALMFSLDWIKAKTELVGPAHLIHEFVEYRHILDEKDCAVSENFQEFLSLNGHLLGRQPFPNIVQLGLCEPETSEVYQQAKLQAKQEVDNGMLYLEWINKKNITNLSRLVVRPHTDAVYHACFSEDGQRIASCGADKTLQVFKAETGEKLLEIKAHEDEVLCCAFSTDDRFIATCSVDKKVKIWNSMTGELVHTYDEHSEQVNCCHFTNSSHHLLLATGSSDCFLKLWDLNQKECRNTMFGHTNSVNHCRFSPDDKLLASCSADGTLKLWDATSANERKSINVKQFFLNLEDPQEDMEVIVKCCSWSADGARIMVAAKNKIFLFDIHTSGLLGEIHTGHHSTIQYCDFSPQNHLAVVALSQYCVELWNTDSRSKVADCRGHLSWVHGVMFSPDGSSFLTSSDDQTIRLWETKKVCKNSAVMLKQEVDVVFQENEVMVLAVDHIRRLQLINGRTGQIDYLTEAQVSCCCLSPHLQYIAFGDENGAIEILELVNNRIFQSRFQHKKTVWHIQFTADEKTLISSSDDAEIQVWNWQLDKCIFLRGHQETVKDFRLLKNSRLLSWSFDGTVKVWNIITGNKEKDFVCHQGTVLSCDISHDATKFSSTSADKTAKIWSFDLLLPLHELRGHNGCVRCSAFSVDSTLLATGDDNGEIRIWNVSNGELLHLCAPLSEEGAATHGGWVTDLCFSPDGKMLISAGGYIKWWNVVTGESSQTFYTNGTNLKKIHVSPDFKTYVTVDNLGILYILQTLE
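Assay system – apoptosome proteins · Medium – Hepes buffer, pH 7.5 · Also added – cytochrome c with DEVD-Rh110 · Timing – 30 min compound preincubation, 50 min activation, room temperature · Detection – Rh110 fluorescence, excitation 480 nm, emission 540 nm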
PfGluPho inh – PfG6PD (Plasmodium falciparum) enzyme inhibition | PfGluPho enzyme, NADPH resazurin-diaphorase fluorescence | inhibition, % at 20 µM | actives 0.78% (n = 350,000) | AID 504690;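 active = inhibition reaching at least a set limit at 20 µM in the primary screen, cut at about 59% in these data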;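 note: 0% = DMSO wells with substrate and 100% = DMSO wells lacking glucose-6-phosphate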
SENP7 inh – inhibitors of human SENP7 protease; actives 1.5% (n = 330,000); Q9BQF6; recombinant SENP7, Z-RLRGG-aminoluciferin luminescence, 40 min; AID 434973; inhibition, % at 5 µM;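 active = inhibition above about 50% at the single test dose, limit read from the data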;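 note: plate controls were DMSO with enzyme for no effect and no enzyme buffer wells for full effect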
Active calls of the source: *; / = not tested or not shown.

SMILES	SENP8 block-1	SENP6 block	SENP1 inh	SENP8 block-2	HKDC1 inhibitor	Apaf1 inhib	PfGluPho inh	SENP7 inh
CCOC(=O)CSc1ccc2nnc(-c3ccncc3)n2n1	-49	10	1	6	-4	8	-1	-2
CCOc1ccc(S(=O)(=O)N(CC(=O)Nc2cccnc2)c2ccc(F)cc2)cc1	12	-16	3	1	-1	7	-2	1
Cc1cc2nc(C(C)(C)C)cc(N)n2n1	-58	-9	-1	3	-2	-9	2	1
O=C(Nc1cc(S(=O)(=O)N2CCOCC2)ccc1N1CCCC1)C1CC1	9	13	1	13	1	-17	26	0
Cc1ccsc1/C=N/NC(=O)c1ccco1	-3	8	2	-10	-7	5	16	-1
CCCCc1ccc(NS(=O)(=O)N(C)C)cc1	31	-6	-1	10	-3	18	-4	3
Cc1ccsc1C(=O)N(C)CC(=O)N(CC(C)C)c1c(N)n(CC(C)C)c(=O)[nH]c1=O	8	-3	0	-1	-1	-1	-17	2
Cc1ccnc(NC(=O)CNC(=O)c2sc3ccccc3c2Cl)c1	10	-8	-10	-8	-4	10	-2	-9
O=C(c1ccc2c(=O)n(Cc3ccc(Cl)cc3)c(=S)[nH]c2c1)N1CCCC1	14	-1	2	1	-4	18	-12	8
c1ccc2c(c1)CC1(CCCCC1)n1nnnc1-2	6	15	-1	16	3	-6	-11	7
C#CCNC(=O)C1=C[C@@H](c2ccc(C#C)cc2)[C@H](CCCO)[C@@H](OCC)O1	7	-2	0	-3	-5	1	0	2
Cc1cc(C)c2c(N)c(C(=O)c3ccc(Cl)c(Cl)c3)sc2n1	20	-13	-34	9	-1	25	4	5
O=C(CSc1nnc(-c2ccco2)o1)Nc1c(F)cccc1F	6	11	3	-4	-6	-1	0	2
CC1CC(C)CN(C(=O)COc2ccc([N+](=O)[O-])cc2Cl)C1 (stereo unspecified)	5	-7	2	-5	-2	18	-7	-4
O=C(NN=C(Cc1ccccc1)Cc1ccccc1)c1ccc(F)cc1	4	-3	0	3	-11	18	-1	2
CN(CC(=O)NC(=O)NCc1ccccc1)CC(=O)Nc1ccc(Cl)c(C(F)(F)F)c1	-38	-12	-1	-7	1	38	15	11
CNc1c([N+](=O)[O-])cnn1-c1ccc(Cl)cc1	9	-10	2	-7	-11	0	-8	-3
COC(=O)CNC(=O)C12CC3(C)CC(C)(CC(C)(C3)C1)C2	29	-7	0	7	-3	-3	2	3
O=C(Nc1ccc2ccccc2c1)c1onc2c1CCCC2	1	80*	-3	65*	1	19	20	52*
CCCCC(=O)Nc1cccc2c1C(=O)N(c1ccccc1)C2=O	2	-43	-6	3	5	9	1	4

No new results follow: an excerpt of the list.
SMILES	SENP8 block-1	SENP6 block	SENP1 inh	SENP8 block-2	HKDC1 inhibitor	Apaf1 inhib	PfGluPho inh	SENP7 inh
Cc1ccsc1/C=N/NC(=O)c1ccco1	-3	8	2	-10	-7	5	16	-1
CCCCc1ccc(NS(=O)(=O)N(C)C)cc1	31	-6	-1	10	-3	18	-4	3
Cc1ccsc1C(=O)N(C)CC(=O)N(CC(C)C)c1c(N)n(CC(C)C)c(=O)[nH]c1=O	8	-3	0	-1	-1	-1	-17	2
Cc1ccnc(NC(=O)CNC(=O)c2sc3ccccc3c2Cl)c1	10	-8	-10	-8	-4	10	-2	-9
O=C(c1ccc2c(=O)n(Cc3ccc(Cl)cc3)c(=S)[nH]c2c1)N1CCCC1	14	-1	2	1	-4	18	-12	8
c1ccc2c(c1)CC1(CCCCC1)n1nnnc1-2	6	15	-1	16	3	-6	-11	7
C#CCNC(=O)C1=C[C@@H](c2ccc(C#C)cc2)[C@H](CCCO)[C@@H](OCC)O1	7	-2	0	-3	-5	1	0	2
Cc1cc(C)c2c(N)c(C(=O)c3ccc(Cl)c(Cl)c3)sc2n1	20	-13	-34	9	-1	25	4	5
O=C(CSc1nnc(-c2ccco2)o1)Nc1c(F)cccc1F	6	11	3	-4	-6	-1	0	2
CC1CC(C)CN(C(=O)COc2ccc([N+](=O)[O-])cc2Cl)C1 (stereo unspecified)	5	-7	2	-5	-2	18	-7	-4
O=C(NN=C(Cc1ccccc1)Cc1ccccc1)c1ccc(F)cc1	4	-3	0	3	-11	18	-1	2
CN(CC(=O)NC(=O)NCc1ccccc1)CC(=O)Nc1ccc(Cl)c(C(F)(F)F)c1	-38	-12	-1	-7	1	38	15	11
CNc1c([N+](=O)[O-])cnn1-c1ccc(Cl)cc1	9	-10	2	-7	-11	0	-8	-3

The list goes on:
SMILES	SENP8 block-1	SENP6 block	SENP1 inh	SENP8 block-2	HKDC1 inhibitor	Apaf1 inhib	PfGluPho inh	SENP7 inh
CC(C)C(=O)Nc1ccc2oc(=O)ccc2c1	-393	-15	2	-4	-1	0	-8	-13
CC(C)CCN(C(=O)CNC(=O)c1ccco1)C(C(=O)NC1CCCCC1)c1ccco1 (stereo unspecified)	21	-2	1	-12	-4	11	-4	-1
Cn1c(SCC(=O)O)nnc1-c1ccc2ncccc2c1	/	-8	/	-8	/	-27	/	-9
CN1/C(=C\C(=O)C[n+]2ccc(C(=O)c3ccccc3)cc2)C(C)(C)c2ccccc21	-2	-10	0	-4	-9	11	21	-7
O=C(NNC(=S)Nc1ccccc1Cl)c1ccccc1Br	13	73*	2	73*	5	10	-32	67*
CC(=O)c1cccc(NC(=O)N2CCCC2C(=O)Nc2ccc3c(c2)OCCO3)c1 (stereo unspecified)	13	-5	1	-2	-7	0	-5	-11
COC(=O)COc1ccc(S(=O)(=O)Nc2ccccc2SC)cc1	15	-17	1	-5	-1	-1	-4	0
CC(=O)NC1(c2nnnn2CCOC(=O)Nc2ccc(Cl)cc2)CCCC1	6	3	1	4	-7	-7	7	3
O=C(N/N=C/c1ccc([N+](=O)[O-])cc1)c1cnccn1	/	-8	/	-9	-6	-17	-7	9
COc1ccc(CNC(=O)c2n[nH]c3ccccc23)cc1OC	5	18	1	2	-2	0	-5	4

Two compounds picked at random from the list so far:
SMILES	SENP8 block-1	SENP6 block	SENP1 inh	SENP8 block-2	HKDC1 inhibitor	Apaf1 inhib	PfGluPho inh	SENP7 inh
Cn1c(SCC(=O)O)nnc1-c1ccc2ncccc2c1	/	-8	/	-8	/	-27	/	-9
CC(C)C(=O)Nc1ccc2oc(=O)ccc2c1	-393	-15	2	-4	-1	0	-8	-13

The results go on.
SMILES	SENP8 block-1	SENP6 block	SENP1 inh	SENP8 block-2	HKDC1 inhibitor	Apaf1 inhib	PfGluPho inh	SENP7 inh
CC(=O)NS(=O)(=O)c1ccc(NC(=O)c2ccc3c(c2)NC(=O)CS3)cc1	-2	-15	0	1	-3	-1	4	6
CCOC(=O)CC(=O)Nc1cc(Cl)ccc1O	11	-15	0	-3	-3	4	5	-6
CCOC(=O)c1sc(=NC(=O)c2ccc(C)cc2)n(C)c1C	-411	-19	-5	-7	-3	-6	10	-2
O=C(COc1ccc2ccccc2c1)N1CCN(C(=O)c2ccc([N+](=O)[O-])cc2)CC1	10	-8	-2	0	1	1	-12	-4
O=C(CCCN1C(=O)/C(=C/c2cccs2)SC1=S)Nc1cccc(C(=O)O)c1	24	-7	-7	3	-3	4	-12	-6
CCOC(=O)c1ccccc1NC(=O)c1n[nH]c(=O)c2ccccc12	-11	3	3	-7	-8	12	-4	6
Cc1nn(Cc2c(F)c(F)c(F)c(F)c2F)c(C)c1NC(=O)c1cccc(COc2ccccc2Cl)c1	10	13	-2	2	-9	1	9	-3
COc1ccc(CCNC(=O)C(=O)NCC2OCCN2C(=O)c2ccc(Cl)cc2)cc1 (stereo unspecified)	-2	-11	-1	8	-2	8	-4	2
O=C(Nc1ccc(C(=O)N2CCCCC2)cc1)c1ccccc1Br	4	0	0	1	-3	-5	12	-5
Cc1cc(C)cc(NC(=O)CCC(=O)Nc2nnc(C(F)(F)F)s2)c1	20	1	-1	3	0	0	-2	-1
O=C1Nc2cc(Cl)c(Cl)cc2N(O)N1c1ccc(Cl)c(Cl)c1	9	-1	3	-5	0	-2	24	4
COc1cc(C(=O)N2CCN(c3ccccc3O)CC2)ccc1OCC(=O)N1CCOCC1	14	-11	2	5	2	-13	16	-1
COc1ccc(N(CC(=O)NC2CCCCC2)S(=O)(=O)c2cccs2)cc1	-1	-20	1	8	-2	-4	1	7
COc1ccc(CC(C)N2CCN(c3ccccc3OC)CC2)cc1OC (stereo unspecified)	12	-6	1	6	4	-2	-9	3
Cc1cc2c(cc1S(=O)(=O)N1CCN(c3ccccc3F)CC1)OCC(=O)N2	0	-3	1	5	-4	9	-2	1
CCC(C)(C(=O)NC1CCCCC1)N(Cc1ccco1)C(=O)Cc1cccs1 (stereo unspecified)	10	-7	1	5	-5	5	-1	5
CCOc1ccccc1N1CC(C(=O)Nc2nccs2)CC1=O (stereo unspecified)	28	3	2	-7	-4	5	-10	-4
CC(C)(C)C(=O)/C=c1\[nH]c(=O)/c(=C\c2ccc(F)cc2)s1	4	-25	-7	10	2	10	0	-2
CCOc1ccc(CNC(=O)c2ccc(Sc3ccc(Cl)cc3)c(NC(C)=O)c2)cc1OC	-20	5	0	-3	-5	30	9	4
O=C(Nc1nnc(-c2ccc(F)cc2)o1)C1CCCN1S(=O)(=O)c1cccs1 (stereo unspecified)	5	-9	-1	8	-2	-2	0	1
O=S(=O)(CCc1nc2ccccc2o1)c1ccc(Cl)c(Cl)c1	35	-6	0	0	-7	9	7	5
CN(C)CCC(=O)c1ccc(F)cc1	17	-7	0	3	-2	-15	11	4
COc1ccc(CN(C)C(=O)c2ccc(NC(=O)CC3SC(N4CCCCC4)=NC3=O)cc2)c(OC)c1 (stereo unspecified)	4	/	0	/	-4	/	-21	/
CC(=O)c1ccc(N2CCN(C(=S)NCc3ccco3)CC2)cc1	-95	-6	1	-3	-1	1	9	3
COc1ccc([C@H]2[C@H](C(=O)OC(C)(C)C)N3N=Cc4ccccc4C3C23C(=O)c2ccccc2C3=O)cc1OC (stereo partly specified)	3	-18	6	-9	6	10	10	-5
COc1ccccc1OCC(=O)Nc1cc(C(F)(F)F)ccc1-n1cncn1	4	3	2	-4	-2	-7	4	-5
CCCCN(C(=O)CSCC(=O)Nc1ccc(OC)cc1)c1c(N)n(Cc2ccccc2)c(=O)[nH]c1=O	-8	-22	-5	-11	-4	8	-1	10
COc1cc(-c2nnc(Cn3cc(C(F)(F)F)ccc3=O)o2)cc(OC)c1OC	-8	-11	-5	-4	-4	0	-8	9
CC[C@]12c3[nH]c4cc(-c5ccco5)ccc4c3CCN1C(=O)[C@@H](CC(=O)NCCc1ccccn1)C[C@@H]2C(=O)N1CCN(C(=O)c2ccco2)CC1	-330	/	-18	/	-2	15	12	4
CN(C)S(=O)(=O)c1ccc(C(=O)OCCCN=C2NS(=O)(=O)c3ccccc32)cc1	7	4	4	5	-3	-7	-10	1
